BoNT-A LC inh2: BoNT/A light chain protease inhibitors, primary screen, biochemical, flow cytometry, MLPCN library. multiplex microsphere protease substrate cleavage. inhibition, % at 10 µM. actives 0.17% (n = 360,000); in the data active = inhibition above about 30%; inconclusive = no clear call, values can overlap the other calls; note: plate controls were buffer without enzyme for full effect and enzyme alone for no effect
FadD28 FP inh: inhibitors of FadD28 bisubstrate probe binding, primary screen, biochemical, fluorescence polarization, single point. Mycobacterium tuberculosis FadD28 fatty-acid-AMP ligase. inhibition, % at 12.5 µM. actives 0.22% (n = 360,000). AID 588549, 2011; in the data active = inhibition above about 8.5%, passing the limit was not always enough; inconclusive = no clear call, values can overlap the other calls
Mtb BioA inh: M. tuberculosis BioA enzyme inhibitors, primary screen, biochemical, plate reader, single point, HTS. 7,8-diaminopelargonic acid synthase BioA (Mycobacterium tuberculosis). purified M. tuberculosis BioA enzyme. inhibition, % at 9.99 µM. actives 0.096% (n = 360,000). AID 602481, 2012; in the data active = inhibition above about 40%; inconclusive = no clear call, values can overlap the other calls
CCHFV vOTU inh: CCHFV vOTU protease inhibitors, primary screen, biochemical, Pep-AMC substrate, fluorescence; Crimean-Congo hemorrhagic fever virus L polyprotein viral ovarian tumor (vOTU) protease …; inhibition, % at 11.5 µM; actives 0.55% (n = 370,000); AID 651958, 2012; note: 0% = vehicle wells with enzyme and 100% = no enzyme wells
FBA Mtb inh: Mtb FBA enzyme inhibitors, primary screen, biochemical, fluorescence, strain H37Rv; inhibition, % at 1 µM; purified M. tuberculosis FBA, fluorescence read-out; actives 2.3% (n = 360,000); Fructose-bisphosphate aldolase (Mycobacterium tuberculosis (strain ATCC 25618 / H37Rv)), …; AID 588726, 2011; in the data active = inhibition above about 27%;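 note: 0% = vehicle and 100% = reference inhibitor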
Target sequence (P9WQA3 whole entry, looked up): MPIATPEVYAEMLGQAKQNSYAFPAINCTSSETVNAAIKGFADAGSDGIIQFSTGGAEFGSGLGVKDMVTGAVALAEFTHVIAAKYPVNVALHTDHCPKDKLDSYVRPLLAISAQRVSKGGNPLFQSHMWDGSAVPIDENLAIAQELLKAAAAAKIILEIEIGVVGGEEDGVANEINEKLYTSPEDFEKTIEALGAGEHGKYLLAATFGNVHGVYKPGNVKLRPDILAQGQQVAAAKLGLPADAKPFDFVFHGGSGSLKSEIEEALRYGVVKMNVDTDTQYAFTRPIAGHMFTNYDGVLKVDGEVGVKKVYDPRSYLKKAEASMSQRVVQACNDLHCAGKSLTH
BoNT-F LC inh: BoNT/F light chain protease inhibitors, primary screen, biochemical, flow cytometry, MLPCN library; inhibition, % at 10 µM; actives 0.22% (n = 360,000); AID 588497, 2011; Multiplex microsphere protease cleavage assay; in the data active = inhibition above about 35%, passing the limit was not always enough; inconclusive = no clear call, values can overlap the other calls; note: plate controls were buffer without enzyme for full effect and enzyme alone for no effect
PrPC TRFRET: inhibitors of human cell surface prion protein PrPC, primary screen, cell-based, TR-FRET | Major prion protein (Homo sapiens), P04156 | TR-FRET read-out | inhibition, % at 13.8 µM | actives 0.43% (n = 370,000) | AID 720596, 2013; in the data active = inhibition above about 24%; note: 0% = median of the test wells and 100% = reference compound wells
GDH-TPI inh: GDH-TPI coupling enzyme inhibitors, primary screen, artefact control for M. tuberculosis FBA inhibitor project, biochemical, absorbance, full deck. inhibition, % at 4.8 µM. actives 1.2% (n = 360,000). GDH-TPI coupled enzyme counterscreen, NADH absorbance;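 note: 0% = DMSO wells and 100% = wells lacking the enzyme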
UGM FP inh: M. tuberculosis UGM enzyme inhibitors, primary screen, biochemical, fluorescence polarization, single point | purified UGM, fluorescence polarization probe displacement | actives 0.06% (n = 320,000) | inhibition, % at 10 µM; in the data active = inhibition above about 10%, passing the limit was not always enough; inconclusive = no clear call, values can overlap the other calls
Target sequence (P9WIQ1 whole entry, looked up): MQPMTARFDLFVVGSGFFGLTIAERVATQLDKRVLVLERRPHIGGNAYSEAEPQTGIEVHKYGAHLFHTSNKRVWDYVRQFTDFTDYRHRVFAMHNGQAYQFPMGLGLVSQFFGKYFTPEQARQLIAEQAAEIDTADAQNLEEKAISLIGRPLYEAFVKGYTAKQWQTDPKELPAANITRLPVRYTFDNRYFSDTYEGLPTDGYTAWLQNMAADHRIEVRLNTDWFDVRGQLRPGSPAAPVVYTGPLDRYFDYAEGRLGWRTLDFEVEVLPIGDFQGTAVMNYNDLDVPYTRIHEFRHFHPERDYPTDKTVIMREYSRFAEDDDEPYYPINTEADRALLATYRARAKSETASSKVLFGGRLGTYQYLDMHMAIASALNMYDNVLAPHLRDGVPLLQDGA
* marks the source's active call; other numbers are inactive results; ? = inconclusive; nt = no result given; & = joins results of further samples. Cut-off read from the data, not from the text of the source, unless noted: active = inhibition above about 30%; inactive = the rest.

SMILES	BoNT-A LC inh2	FadD28 FP inh	Mtb BioA inh	CCHFV vOTU inh	FBA Mtb inh	BoNT-F LC inh	PrPC TRFRET	GDH-TPI inh	UGM FP inh
CC1CCCC(O)(C(C(=O)O)c2ccccc2)C1 (configuration not stated)	-0.3	nt	-1.3	-3	3	2	7	4	nt
CCOc1ccc(NS(=O)(=O)c2ccc3c(c2)n(C)c(=O)n3C)cc1	-0.6	-2.3	0.7	-9	1	-6	2	-1	4.1
O=C(Nc1ccc2[nH]c(=S)sc2c1)c1ccccc1	0.8	-2.7	nt	12	-7	-1	-4	27	-0.5
CC(C)C[C@H](NC(=O)c1nc[nH]c1C(=O)NCc1ccc(CNC(=O)OC(C)(C)C)cc1)C(=O)OCc1ccccc1	-0.2	-4.2	-1.5	14	1	-9	-1	2	-2.2
CCOC(=O)/C(C#N)=C/c1ccc(OC(=O)c2ccccn2)cc1	-0.3	-0.3	0.4	13	-6	-1	2	11	0.7
Cc1ccc(OCC(=O)Nc2ccc3c(c2)CCC3)c([N+](=O)[O-])n1	-0.9	-0.2	1.2	6	2	-6	-5	-2	0.2
COc1cc(CNc2ccc(N3CCCCC3)cc2)ccc1OCC(=O)NC(C)(C)C	4.1	-2.1	-1.5	-3	-3	?	2	17	2.0
CCN(CC)c1ccc(/C=C(/C#N)C(=O)NC(C)C)o1	-0.8	-0.5	-16	11	-28	-3	-22	-1	-1.8
Nc1ccccc1N=Cc1ccc(-c2cccc(Cl)c2)o1	0.3	-4.9	-0.8	-93	146*	-5	16	12	-2.1
COc1cccc(OCc2nnc3n2N=C(c2ccccc2)C(CC(=O)O)S3)c1 (configuration not stated)	0.9	-2.3	7.7	7	1	4	-7	-4	-0.3
O=C(c1ccco1)N1CCN(c2nc(C3CC3)nc3c2nnn3Cc2ccccc2Cl)CC1	0.2	1.4	0.4	11	5	-8	1	1	-3.0
C=CCc1ccc(OCCOCCOc2cccc3cccnc23)c(OC)c1	-0.7	-3.3	nt	15	-4	-8	-3	3	0.6
C=CCNC(=O)/C(C#N)=C/c1cn(-c2ccccc2)nc1-c1ccc(OC)c([N+](=O)[O-])c1	0.3	-1.8	0.0	-13	1	-5	3	17	2.6
Cc1cc(C)n2c(SCc3ccc(Cl)cc3Cl)nnc2n1	-0.2	-0.8	0.3	10	4	-5	13	8	0.8
CCN(CC)CCNC(=O)C1CCC(=O)N(c2ccc(OC)cc2)C1c1ccc(F)cc1 (configuration not stated)	0.1	-7.9	nt	-9	0	-9	6	-6	4.2
O=C(N/N=C/c1ccc[nH]1)c1ccc(O)cc1	-0.3	-3.8	nt	6	4	-18	-4	17	-0.6
CC(C)=CCN1CCN(Cc2cnc(N3CCOCC3)s2)CC1CCO (configuration not stated)	1.1	-1.6	-0.7	-1	7	0	-1	5	0.1
CCN=C1SC(CC(=O)NCCc2ccc(OC)cc2)C(=O)N1CC (configuration not stated)	0.3	-0.6	-1.5	8	0	-1	1	6	0.5
O=C(Nc1ccc(F)c(F)c1)c1cc(S(=O)(=O)N2CCN(c3ccccn3)CC2)ccc1F	-0.7	-1.6	1.8	12	-2	-1	5	9	-0.5
CCn1c(SCC(=O)NC(C)(C)C)nc(O)cc1=O	2.7	-0.7	0.7	-3	-3	-2	4	-1	2.0

A section from the list above:
SMILES	BoNT-A LC inh2	FadD28 FP inh	Mtb BioA inh	CCHFV vOTU inh	FBA Mtb inh	BoNT-F LC inh	PrPC TRFRET	GDH-TPI inh	UGM FP inh
O=C(c1ccco1)N1CCN(c2nc(C3CC3)nc3c2nnn3Cc2ccccc2Cl)CC1	0.2	1.4	0.4	11	5	-8	1	1	-3.0
C=CCc1ccc(OCCOCCOc2cccc3cccnc23)c(OC)c1	-0.7	-3.3	nt	15	-4	-8	-3	3	0.6
C=CCNC(=O)/C(C#N)=C/c1cn(-c2ccccc2)nc1-c1ccc(OC)c([N+](=O)[O-])c1	0.3	-1.8	0.0	-13	1	-5	3	17	2.6
Cc1cc(C)n2c(SCc3ccc(Cl)cc3Cl)nnc2n1	-0.2	-0.8	0.3	10	4	-5	13	8	0.8
CCN(CC)CCNC(=O)C1CCC(=O)N(c2ccc(OC)cc2)C1c1ccc(F)cc1 (configuration not stated)	0.1	-7.9	nt	-9	0	-9	6	-6	4.2
O=C(N/N=C/c1ccc[nH]1)c1ccc(O)cc1	-0.3	-3.8	nt	6	4	-18	-4	17	-0.6

Continuation.
SMILES	BoNT-A LC inh2	FadD28 FP inh	Mtb BioA inh	CCHFV vOTU inh	FBA Mtb inh	BoNT-F LC inh	PrPC TRFRET	GDH-TPI inh	UGM FP inh
O=Cc1ccc(OCCOc2ccc([N+](=O)[O-])cc2)cc1	-0.5	-0.5	-2.2	-12	-3	-9	-10	19	0.5
CCC(=O)N1CCN(c2ccc(NC(=O)c3ccc4ccccc4c3)cc2)CC1	0.4	0.8	-5.9	-2	6	8	-3	11	1.7
O=C(N/C(=C/c1ccc(Br)cc1)C(=O)N1CCOCC1)c1cccs1	0.3	-0.1	nt	9	-2	2	1	3	-2.5
COCCCNC(=O)c1cccc(C(=O)NCCCOC)c1	1.3	-2.4	-0.9	6	2	-1	-3	8	0.9
O=C(CN1C(=O)NC(Cc2ccccc2)C1=O)Nc1ccc(F)c(Cl)c1 (configuration not stated)	-0.5	0.6	-0.2	2	-3	-10	-1	12	3.3
O=C(O)CC1COc2ccccc2N1C(=O)c1ccccc1Cl (configuration not stated)	-0.7	0.6	-2.2	0	0	-3	-5	-4	2.0
COc1ccc(N(C(=O)c2cccc([N+](=O)[O-])c2)S(=O)(=O)c2ccc3c(c2)n(C)c(=O)n3C)cc1	?	-1.0	1.0	-8	1	0	0	20	3.6
Cc1cc(C)c(OCCCCCn2ccnc2)c(C)c1	-1.0	-2.9	0.5	-3	1	?	5	-2	-0.1
Cc1cc(C)n2nc(C(=O)N3CCCC(N4CCN(c5ccccc5C)CC4)C3)cc2n1 (configuration not stated)	0.4	-4.4	2.4	2	10	8	-8	1	nt
CCC(=O)C1CCCN(C(=O)CCc2nnc(C3(c4ccc(Cl)cc4)CCC3)o2)C1 (configuration not stated)	0.0	-0.2	-1.8	4	3	-6	7	5	0.3
O=Cc1ccccc1OS(=O)(=O)c1ccccc1	0.2	-3.3	nt	0	-4	-1	0	-4	1.4
CC(C)[C@@H]1COC(c2cccc(C3=N[C@H](C(C)C)CO3)c2)=N1	0.1	-2.3	1.8	13	2	-3	-5	4	-3.6
CCCCCC(=O)N1CCN(CCN=CC2=C(O)CC(c3ccc(OC)c(OC)c3)CC2=O)CC1 (configuration not stated)	-2.1&0.4	-0.3&-0.8	-3.1	12&13	5&0	10&-6	4&-5	4&5	2.2
COCc1cc(C)nc(N2CCNCC2)c1C#N	0.5	-2.1	-0.8	-6	16	-4	-3	4	-2.4
COc1cc(NC(=O)CSc2ncnc3sc4c(c23)CCC(C)C4)c(C(=O)O)cc1OC (configuration not stated)	0.0	1.0	-5.3	11	-1	-5	0	-2	-0.4
CCc1nnc(NC(=O)CSc2nnc(CNC(=O)c3cc(OC)c(OC)c(OC)c3)o2)s1	0.5	0.2	nt	0	-3	7	1	1	-1.4
CC(C)(C)c1csc(NC(=O)CCS(=O)(=O)c2ccc(F)cc2)n1	-0.2	-2.3	1.9	-5	-2	4	5	5	nt
CCC1(C)Cc2nc3[nH]c(=S)n(-c4ccccc4C)c(=O)c3cc2CO1 (configuration not stated)	-1.1	-3.9	nt	20	-1	1	0	5	-1.3
CCOC(=O)CSc1nnc2c(n1)C1(C)CCC2C1(C)C (configuration not stated)	0.6	-0.2	-0.6	-1	-2	2	-1	9	-0.2
CC(=O)c1cccc(NC(=O)C2CCCC2)c1	-0.1	-1.5	-1.0	4	2	3	0	-1	0.8
COc1ccc(CCNC(=O)CCCn2c(=S)[nH]c3ccsc3c2=O)cc1OC	-0.1	-1.9	0.6	-7	3	2	-10	8	nt
COc1cccc(CN2CCN(Cc3cccc(Br)c3)CC2)c1OC	-2.9	-1.6	-0.7	7	5	10	7	1	0.5
CC(CC(=O)Nc1ccc(Br)cc1F)S(=O)(=O)c1ccc2c(c1)NC(=O)CO2 (configuration not stated)	-1.4	-4.5	2.7	6	0	1	1	-5	-2.6
COc1cccc(/C=N/NC(=O)CNC(=O)c2ccncc2)c1O	-5.3	-1.2	0.1	4	-1	-6	-4	9	-1.8
CC(C)Nc1nc(Nc2ccc(C#N)cc2)c2sccc2n1	-0.6	-2.8	-0.4	11	4	-2	7	19	nt
COc1ccccc1-n1c(SCC(=O)Nc2nnc(C)s2)nc2c(c1=O)SCC2	0.4	-2.3	nt	-4	2	-6	-4	29	2.0
Cc1c(NC(=O)c2cccs2)cccc1NC(=O)c1cccs1	2.1	-1.4	-1.8	-23	2	12	-4	4	-1.4
COC(=O)c1ccc2nc(-c3ccc(Cl)cc3)c(Cc3cccc(Cl)c3)n2c1	-0.8	nt	nt	-2	nt	-6	5	nt	nt
COC(=O)CCC(=O)Nc1nccs1	0.4	0.1	nt	-9	0	-6	-6	16	-3.2
Cc1cccc(N(CC(=O)NC2CCCCC2)C(=O)c2csnn2)c1	-2.3	-1.8	2.1	-5	2	-6	11	-6	-3.7
O=C(Nc1sc(-c2ccccc2)cc1C(=O)O)c1ccccc1	-0.4	19*	7.8	6	11	-2	2	35*	0.2
CCOCCCN(CCC#N)C(=O)C1CCN(S(=O)(=O)c2ccc(-n3cnnn3)cc2)CC1	0.1	-1.7	-1.4	2	1	-4	-3	5	-1.7
COc1ccc2sc(-c3ccc(N(C)C)cc3)c(-c3ccc4cc[nH]c4c3)c2c1	0.5	0.1	-6.8	-37	41*	4	11	33*	0.9
CC12CCC(O)CC1CCC1C2CCC2(C)C(C3=CC(=O)OC3)C(O)CC12O (configuration not stated)	0.0	-1.0	nt	1	4	0	8	9	nt
CCOc1ccc(OCC)c2sc(C)nc12	-0.2	-0.9	nt	-32	4	3	-3	-4	-0.7
COc1ccc(OC)c(CN2CCN(C(=O)c3ccc(S(=O)(=O)Nc4ccccc4F)cc3)CC2)c1	-1.0	0.6	1.5	10	4	-9	-7	6	0.1
CNC(=O)Oc1ccc2c(c1)[C@]1(C)CCN(C)C1N2C (some centres not stated)	-0.3	0.9	-2.5	-2	20	-3	10	16	5.1&0.3
Fc1ccc(C2c3cccn3CCN2C(=S)Nc2cccc(F)c2)cc1 (configuration not stated)	-0.1	-3.5	-2.5	-3	-3	0	-5	-2	-2.1
Cc1ccc(S(=O)(=O)N/N=C2/CC(c3ccccc3)Oc3ccccc32)cc1[N+](=O)[O-] (configuration not stated)	-2.3	-2.2	3.8	38*	1	2	11	-2	-2.8
O=C(CCn1nc(-c2ccc(Cl)cc2)c2ccccc2c1=O)NCC1CCCO1 (configuration not stated)	1.2	-2.4	6.3	8	-3	-10	-5	1	-2.6
COc1ccc2c(c1OC)C(=O)N1C2SC[C@H]1C(=O)NC1CCCCC1 (some centres not stated)	0.5	-1.1	-0.4	-21	10	9	-6	6	0.9
C/C(=N/NC(=O)c1cc(C)[nH]n1)c1ccco1	2.4	0.3	nt	-11	1	?	0	8	3.2
O=C(Nc1c(-c2ccc3c(c2)OCO3)[nH][nH]c1=O)c1ccc2c(c1)OCO2	-0.7	-2.3	-1.9	21	3	-6	4	nt	nt
COc1ccc(C)cc1NC(=O)CCCN1C(=O)NC(C)(C)C1=O	0.0	0.2	-0.9	-12	2	6	-2	5	0.8
O=c1cc(CNc2ccc(Br)cc2)nc2sccn12	1.2	2.1	5.7	1	3	4	4	-4	-0.4
COC(=O)Nc1cc(C)nc2ccccc12	0.2	-3.7	-1.0	13	-1	-11	0	16	-3.3
O=C(NC(=S)Nc1nc(-c2cccc3ccccc23)cs1)c1cc2ccccc2o1	-0.8	0.4	nt	12	0	-11	4	13	-2.5
